# H9c2 TAG inh: inhibitors of triacylglycerol accumulation, primary screen, cell-based, uHTS, fluorescence, H9c2 | H9c2 cells, Nile Red lipid (TAG) fluorescence; cells loaded with 200 µM oleic acid | inhibition, % at 12.5 µM | 230,000 compounds, 0.66% hits | AID 651582, 2012;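 active means pattern-corrected inhibition of lipid staining of at least 50% with the nuclear-stain viability signal not falling by more than 50%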;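 further: 0% = DMSO wells and 100% = triacsin C control wells; some results filed as inactive read as strong as hits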
# H9c2 TAG inh DAPI viability: recorded beside H9c2 TAG inh, whose call it bears; DAPI nuclei signal change (viability), lower = more cytotoxic, %;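 whole-well DAPI fluorescence read on a plate reader as a viability signal; minus 50 percent equals half of cells still viable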
# Active calls of the source: *; i = inactive. This is a subset. The share of hits here may be higher or lower than overall.
SMILES,H9c2 TAG inh,H9c2 TAG inh DAPI viability
CC1Cn2c(nnc2-c2cccc(Cl)c2)S1 (stereo not given),-11,-11
CSc1nsc(SCC(=O)N2CCCc3ccccc32)n1,-9,4
CC(C)c1ccc(CNC(=O)CCc2ccccc2)cc1,-6,-11
CCN1CCN(S(=O)(=O)c2ccc(C)c([N+](=O)[O-])c2)CC1,0,-1
COc1ccccc1C(=O)N1CCN=C1SC,2,-5
O=C(Nc1ccccc1)OCCc1ccccn1,-1,7
CN(CC(=O)Nc1ccccc1Cl)C(=O)c1cccc(S(=O)(=O)N2CCN(Cc3ccccc3)CC2)c1,-14,1
O=C(OCCOc1cccc(Cl)c1)c1ccc(F)c(S(=O)(=O)N2CCOCC2)c1,5,0
O=C(Nc1ccnn1C1CCN(Cc2ccccc2)CC1)C1CCOC1 (stereo not given),1,-2
COc1ccccc1-c1nnc(SCC(=O)Nc2cccnc2Cl)n1C,6,-2
CCOc1ccc2nc(N3C(=O)C(O)=C(C(=O)c4ccco4)C3c3ccco3)sc2c1 (stereo not given),23,-11
CCN(CC)C(=O)c1sc2nc(-c3cccs3)cc(-c3ccc(Cl)cc3)c2c1N,42,0
O=C(CN1C(=O)C2C3C=CC(C3)C2C1=O)NCC1COc2ccccc2O1 (stereo not given),10,-10
O=C(N/N=C/c1ccc(F)cc1)c1sccc1OCc1ccc(F)cc1,-7,2
O=C(NCCCn1ccnc1)/C(=C/c1ccco1)NC(=O)c1ccccc1,-5,9

# Compound profiles, as listed above. Order of values: H9c2 TAG inh | H9c2 TAG inh DAPI viability
# CC1Cn2c(nnc2-c2cccc(Cl)c2)S1 (stereo not given) as listed: -11 | -11
# COc1ccccc1C(=O)N1CCN=C1SC as listed: 2 | -5
# O=C(OCCOc1cccc(Cl)c1)c1ccc(F)c(S(=O)(=O)N2CCOCC2)c1 as listed: 5 | 0
# CC(C)c1ccc(CNC(=O)CCc2ccccc2)cc1 as listed: -6 | -11
# O=C(Nc1ccccc1)OCCc1ccccn1 as listed: -1 | 7

# New compounds follow
SMILES,H9c2 TAG inh,H9c2 TAG inh DAPI viability
CCOC(=O)C1CCCN(C(=O)c2cccc([N+](=O)[O-])c2C)C1 (stereo not given),-4,6
COc1ccc(-n2c(-c3ccc(Cl)cc3)c[n+]3c2CCCCC3)cc1,-1,-15
COc1ccc2oc(=O)c(C(=O)N3CCc4ccccc43)cc2c1,10,-17
Cc1ccccc1OCC(O)Cn1c(NCCN(C)C)nc2c1c(=O)n(C)c(=O)n2C (stereo not given),1,-11
CCOC(=O)c1c(CSc2ccc(C)cc2)oc2ccc(O)cc12,-6,-2
Cc1nc2ncnn2c(C)c1CCC(=O)Oc1ccccc1,-8,-9
Cc1cccc(OCC(=O)NNC(=O)Cn2c(=O)cnc3ccccc32)c1,3,8
Cc1cc(C)cc(NC(=S)N2CCC(N(C)CC3CCCO3)CC2)c1 (stereo not given),-11,9
Cc1ccc(CN(C)C(=O)CC2C(=O)NCCN2CC2CCCCC2)cc1 (stereo not given),12,-2
Cc1cccc2sc(NC(=O)Cn3c(C)csc3=O)nc12,15,-4
C=CCn1c(NCc2cc(C)ccc2O)nc2ccccc21,3,14
C[C@H]1CN([C@@H](C)CO)C(=O)CCCn2cc(nn2)CO[C@@H]1CN(C)C(=O)Nc1cccc(F)c1,9,-3
O=C(CCSc1ccc(Cl)cc1)N1CCN(c2ccc(O)cc2)CC1,0,-17
C#CCOC(=O)c1ccc(-n2cncn2)nc1,-7,5
Cc1c(NC(=S)N/N=C/c2cc([N+](=O)[O-])ccc2O)c(=O)n(-c2ccccc2)n1C,10,-4

# Fetched by structure from above:
SMILES,H9c2 TAG inh,H9c2 TAG inh DAPI viability
Cc1cc(C)cc(NC(=S)N2CCC(N(C)CC3CCCO3)CC2)c1 (stereo not given),-11,9
O=C(Nc1ccccc1)OCCc1ccccn1,-1,7
CCOc1ccc2nc(N3C(=O)C(O)=C(C(=O)c4ccco4)C3c3ccco3)sc2c1 (stereo not given),23,-11

# Next part:
SMILES,H9c2 TAG inh,H9c2 TAG inh DAPI viability
C=CCNc1nnnc2c1sc1nc(N3CCOCC3)c3c(c12)CCCC3,30,0
COC(C(=O)Nc1ccnn1C1CCN(Cc2ccc(CO)o2)CC1)c1ccccc1 (stereo not given),-7,-3
Clc1ccc(/C=N/Nc2ncnc3nc[nH]c23)cc1,10,-5
O=C(O)c1nc(N2CCCCC2)ncc1Cl,4,-7
COc1ccc(NC(=O)N(C)C[C@H]2Oc3ccc(NS(=O)(=O)c4c(C)noc4C)cc3C(=O)N([C@H](C)CO)C[C@@H]2C)cc1,12,-1
C#CCOCCOCCOCCNc1nc(N2CCN(C(=O)[C@H](CCCCN)n3cc([C@@H](N)CC(C)C)nn3)CC2)nc(N2CCN(C(=O)[C@H](CCCCN)n3cc([C@@H](N)CC(C)C)nn3)CC2)n1,-8,30
CCC(Oc1ccccc1)C(=O)N1CC(C)CC(C)C1 (stereo not given),-28,4
CCOC(=O)C1(Cc2cccc(Cl)c2)CCCN(C(=O)c2cccnc2)C1 (stereo not given),-13,6
O=[N+]([O-])c1ccccc1S(=O)(=O)n1nnc2ccccc21,-3,1
CC12CCC(=O)N1C(C(=O)Nc1cccc(S(=O)(=O)N3CCCCCC3)c1)CS2 (stereo not given),-8,7
COCCN(C(=O)COC(=O)c1cccs1)c1c(N)n(Cc2ccccc2)c(=O)[nH]c1=O,-3,-6
CCOC(=O)C1(C(=O)OCC)CC1c1ccccc1 (stereo not given),-1,5
CN(C)S(=O)(=O)NCC1CCCN(Cc2cc3ccccc3s2)C1 (stereo not given),-3,-4
COc1ccc(NC(=O)N2CCc3ccccc3C2)cc1OC,-8,-7
CCOc1cc(C(=O)Nc2ccc(C)cc2O)ccc1OCC(=O)N1CCOCC1,3,-5
CCN(CC)S(=O)(=O)c1ccc(C)c(NC(=S)N2CCN(Cc3ccc4c(c3)OCO4)CC2)c1,-20,6
Cc1ccc(S(=O)(=O)N(C)CC(=O)NCCCc2ccccc2)cc1,-9,-6
O=C(c1ccco1)N1CCN(C(=O)c2ccc(-c3cccc(C(F)(F)F)c3)o2)CC1,-7,-5
COc1cc(CO)ccc1OCc1ccc(Cl)nc1,8,-5
CCC(C)C1NC(=S)N(Cc2ccccc2)C1=O (stereo not given),-10,-1
Cc1ccc(NNC(=O)c2ccc(Cl)cc2)nn1,-1,1
Cc1ccc(C(=O)OC(C)CN2CCN(C)CC2)cc1 (stereo not given),11,-4
Cn1c(SCC(=O)Nc2nccs2)nnc1C1CC1,12,3
COc1ccccc1NC(=S)Nc1ccc2cn[nH]c2c1,-14,4
O=C1NC(c2ccccc2OC(F)F)Oc2ccccc21 (stereo not given),3,0
O=C(CSc1ccccc1)NC(=O)NCc1ccccc1,15,-10
O=C(N/N=C/c1ccc(O)c(O)c1)c1cc(-c2ccccc2)nc2ccccc12,13,-13
COc1cccc(CN(C)CC(=O)NC(=O)NCc2ccco2)c1,-11,-3
CC1CCCCN1C(=O)c1cccc(NC2=C(Cl)C(=O)N(Cc3ccccc3)C2=O)c1 (stereo not given),-3,-2
CSCC(=O)NS(=O)(=O)c1ccc(C)cc1,8,-3
Cc1ccnc2nc(C(=O)OCC(=O)c3c[nH]c4ccccc34)nn12,-3,-5
COC(=O)c1c(NC(=O)CN2C(=O)NC3(CCC(C(C)(C)C)CC3)C2=O)sc2c1CCCCC2 (stereo not given),15,2
Cc1c(NC(=O)c2ccc3ncccc3c2)c(=O)n(-c2ccccc2)n1C,5,11
O=C(OCCN1C(=O)c2cccc3c(N4CCOCC4)ccc(c23)C1=O)c1ccc(Cl)cc1Cl,32,-2
O=C(CSCc1ccc(Cl)cc1)Nc1cc([N+](=O)[O-])ccc1O,8,-10
C[C@H](CO)N1C[C@H](C)[C@@H](CN(C)C(=O)NC2CCCCC2)Oc2c(NC(=O)Nc3ccc(C(F)(F)F)cc3)cccc2C1=O,40,2
CC1CCCCC1NC(=O)CN1C(=O)NC(Cc2ccccc2)(Cc2ccccc2)C1=O (stereo not given),-1,-1
C[C@H](CO)N1C[C@H](C)[C@@H](CN(C)CC2CC2)Oc2c(NC(=O)C3CC3)cccc2C1=O,3,-4
CCN(CC)C(=O)CSC1=Nc2ccccc2C2=NC(Cc3c[nH]c4ccccc34)C(=O)N12 (stereo not given),-9,-7
CCn1c2ccccc2c2nn(C)c(=N)nc21,-26,10
CCCOC(=O)NC1CCS(=O)(=O)C1 (stereo not given),-17,24
O=[N+]([O-])c1ccc(N2CCCC2)nc1N1CCCC1,-7,4
COC(=O)C1=C(C)N=C2SC(C)C(=O)N2C1c1cccc(F)c1 (stereo not given),-3,3
C[N+](C)(C)CCN1C(=O)CSC1=O,-3,-3
CCCNC(=O)CSc1nc(COc2ccccc2)nc2ccccc12,9,-12
CC1=NN(C(=O)c2csc(C)c2)C(O)(C(F)(F)F)C1 (stereo not given),9,-16
CC(CC(=O)Nc1cc(C(F)(F)F)ccc1Cl)c1ccccc1 (stereo not given),17,-7
CCN(CC)CCCNc1oc(/C=C/c2ccccc2)nc1C#N,9,i
Clc1nc(Cl)nc(NCCC2=CCCCC2)n1,-1,8
COc1cccc(C(=O)Nc2cccc3ccccc23)c1OC,-12,8
COc1cc(C(=O)OCC(=O)NC(=O)NCc2ccccc2)ccc1OC(F)F,-20,2
CO/N=C/NC(=O)Cc1cn(-c2ncc(C(F)(F)F)cc2Cl)c2ccccc12,-6,3
COc1ccc(NC(=S)NC2CCCCC2)c(OC)c1,-2,-3
Cc1oc(-c2ccccc2)cc1C(=O)NC1CCN(Cc2ccccc2)CC1,-2,16
COc1ccc(NC(=O)C23CC4CC(CC(Cl)(C4)C2)C3)cc1S(=O)(=O)N1CCOCC1,15,-9
C=CCc1cc(Cl)ccc1OCCCNC(C)CC (stereo not given),24,16
O=C(NCC(c1ccco1)N1CCCCC1)c1cccc(S(=O)(=O)Nc2ccc(F)cc2)c1 (stereo not given),19,-1
O=C(CCNS(=O)(=O)c1ccc(F)cc1)N1CCN(c2ncccn2)CC1,2,-6
CC1CN(C(=O)c2cccs2)CCN1C(=O)c1cccs1 (stereo not given),-2,11
Cn1nccc1NS(=O)(=O)c1ccc(F)cc1,6,-11

# Look-ups from the list:
# Result of COc1ccc(NC(=O)C23CC4CC(CC(Cl)(C4)C2)C3)cc1S(=O)(=O)N1CCOCC1 under H9c2 TAG inh DAPI viability: -9
# Result of COc1ccc(NC(=S)NC2CCCCC2)c(OC)c1 under H9c2 TAG inh: -2
# Result of O=C(NCC(c1ccco1)N1CCCCC1)c1cccc(S(=O)(=O)Nc2ccc(F)cc2)c1 (stereo not given) under H9c2 TAG inh DAPI viability: -1
# Result of COc1cccc(C(=O)Nc2cccc3ccccc23)c1OC under H9c2 TAG inh DAPI viability: 8
# Result of C=CCc1cc(Cl)ccc1OCCCNC(C)CC (stereo not given) under H9c2 TAG inh: 24

# Later entries.
SMILES,H9c2 TAG inh,H9c2 TAG inh DAPI viability
N#Cc1ccc(CSc2ccc(S(=O)(=O)N3CCCCCC3)cn2)cc1,-68,-9
Cn1c(/N=C/c2ccccc2[N+](=O)[O-])nc2ccccc21,6,-5
CC(=O)Nc1cccc(C(=O)OCC(=O)NCc2ccc(F)cc2)c1,7,-2
COc1cccc(-c2nc(-c3ccc4c(c3)NC(=O)CO4)cs2)c1,-16,5
CS(=O)(=O)N(CC(=O)NCc1ccco1)c1ccc(OCc2ccccc2)cc1,15,-2
COc1ccccc1CNC(=O)CS(=O)Cc1nc(-c2ccccc2C)oc1C (stereo not given),-19,6
O=C(O)c1cnc2ccccc2n1,4,0
Cc1noc(C)c1S(=O)(=O)N1CCN(c2ccccc2Cl)CC1,8,2
O=C(Nc1ccnn1C1CCN(C(=O)c2ccc(F)c(Cl)c2)CC1)C1CC1,2,2
c1ccc(CSc2ncnc3c2oc2ccccc23)cc1,-44,3
CCOP(=O)(OCC)/C(=N/OC(=O)c1cccc([N+](=O)[O-])c1)C(N)=O,12,0
Cc1ccc(S(=O)(=O)NCCCCCCNS(=O)(=O)c2ccc(C)cc2)cc1,-8,-1
COc1ccc(NC(=O)CSc2nc3c([nH]c4ccccc43)c(=O)n2C)cc1,9,1
Cc1cc(C(=O)Nc2ccccc2)c(C)o1,-17,0
COc1ccc(C(=O)N2c3ccccc3CC2C)cc1OC (stereo not given),-9,3

# Exported with tabs: two of the compounds above
SMILES	H9c2 TAG inh	H9c2 TAG inh DAPI viability
Cn1c(/N=C/c2ccccc2[N+](=O)[O-])nc2ccccc21	6	-5
C=CCn1c(NCc2cc(C)ccc2O)nc2ccccc21	3	14

# Following part.
SMILES,H9c2 TAG inh,H9c2 TAG inh DAPI viability
O=C(Nc1ccc2c(c1)OCCO2)c1ccc(Cl)c([N+](=O)[O-])c1,9,7
COc1ccccc1C1(O)CCN(CC(=O)Nc2nc(-c3ccccc3)cs2)CC1,40,9
COC(=O)c1ccccc1S(=O)(=O)NCc1nc2nc(C)cc(C)n2n1,8,0
O=C(Cn1nc(C(=O)O)c2ccccc2c1=O)Nc1cc(C(F)(F)F)ccc1-n1cncn1,4,-7
CCOc1ccc(NC(=O)CSc2nc(C)c3c(c2C#N)CCCC3)cc1,15,-7
Cc1c(N2C(=O)CS/C2=N\N=C\c2ccc(Br)cc2)c(=O)n(-c2ccccc2)n1C,14,-1
Cc1onc(-c2ccccc2)c1C(=O)NC(=S)Nc1sc2c(c1C#N)CCC(C)C2 (stereo not given),11,6
CCCN(CCC)CC(O)Cn1cc(/C=C/C(=O)c2ccccc2)c2ccccc21 (stereo not given),17,28
